Compound activity deposited in PubChem BioAssay by National Center for Advancing Translational Sciences (NCATS).
L3MBTL1 block = inhibitors of human L3MBTL1. Q9Y468. AlphaScreen L3MBTL1–H3K9me1 peptide binding. Potency, µM (titrated, usually from 57.1 µM), inactives show at the highest dose activity, negative = inhibition, hits mostly inhibitors. 0.66% of 230,000 active; also: nearly all actives have a fitted effect of over 60% in size
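AlphaScreen proximity signal between nickel-chelate acceptor and streptavidin donor beads (final 10 ug/mL) reports binding of 50 nM L3MBTL1 to 75 nM biotin-H3 K9me1 peptide; complex incubated with compounds 30 min at room temperature; cefsulodin titration as control.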
Tau fibril ThT = tau fibrillization inhibition (ThT binding). recombinant tau K18 P301L, heparin-induced fibrillization, ThT fluorescence. P10636. Potency, µM (titrated, usually from 57.4 µM), inactives show at the top dose activity, negative = inhibition, hits mostly inhibitors. 2.1% of 270,000 active; also: nearly all actives have a fitted effect of over 55% in size
Target sequence (P10636 561-689 P618L limits assumed): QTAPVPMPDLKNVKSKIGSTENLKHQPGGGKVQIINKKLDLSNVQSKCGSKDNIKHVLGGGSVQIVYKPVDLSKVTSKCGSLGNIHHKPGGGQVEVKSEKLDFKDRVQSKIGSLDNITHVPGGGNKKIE
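In this qHTS, human K18 P301L tau is incubated with compound and heparin for 6 hr at 37 C, and Thioflavin T fluorescence then reports fibril load.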
Tau FP inhib = inhibitors of human tau fibril formation. K18 P301L tau heparin fibrillization, Alexa594 FP, 6 h. Potency, µM (series often up to 57.7 µM), for inactives: top-dose activity, negative = inhibition, hits mostly inhibitors. 0.39% of 280,000 active. AID 1468; also: nearly all actives have a fitted effect of over 55% in size
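Steps: dispense K18 P301L tau (15 uM plus 0.24 uM Alexa 594 tracer, final) in pH 7 sodium acetate; add compound; add heparin (20 uM final); incubate 6 hr, 37 C; add ThT (30 uM final); after 1 hr ambient, read FP.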
ALDH1A1 inh = ALDH1A1 (human) enzyme inhibition; Purified ALDH1A1, NADH fluorescence, propionaldehyde substrate; Potency, µM (titrated, usually from 75.3 µM), for the others: at the top dose activity, negative = inhibition, actives largely listed as inhibitors; 7.3% of 220,000 active; AID 1030; active = well fitted inhibition curve with a large enough effect, not every such curve was filed as active; inconclusive = small, poorly fitted or top-dose-only effect, or another doubt; inactive = no such curve, though single readings can be large or run the other way;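 also: plate controls were no enzyme wells and a reference inhibitor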
aGal spleen mod = alpha-galactosidase A (human) modulation. 0.008% of 240,000 active. P06280. Potency, µM (series often up to 80 µM), for inactives: at the highest dose activity change, negative = inhibition, most hits filed as inhibitors. human spleen homogenate, 4MU-alpha-Gal fluorescence, 40 min;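 also: 0% = enzyme with vehicle and -100% = no enzyme basal signal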
Target sequence (P06280 32-429 limits assumed): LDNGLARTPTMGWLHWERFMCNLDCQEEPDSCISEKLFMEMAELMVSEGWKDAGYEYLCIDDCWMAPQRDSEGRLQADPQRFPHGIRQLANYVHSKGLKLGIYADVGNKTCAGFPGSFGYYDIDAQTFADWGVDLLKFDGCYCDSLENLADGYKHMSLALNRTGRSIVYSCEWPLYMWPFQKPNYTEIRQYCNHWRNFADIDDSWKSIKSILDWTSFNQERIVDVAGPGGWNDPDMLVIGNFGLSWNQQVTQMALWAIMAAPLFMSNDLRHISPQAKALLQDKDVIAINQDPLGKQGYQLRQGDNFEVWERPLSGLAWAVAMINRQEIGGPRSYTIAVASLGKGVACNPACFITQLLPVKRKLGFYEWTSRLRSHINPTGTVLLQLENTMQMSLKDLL
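qHTS titration in buffer at pH 5.0. Alpha-galactosidase activity in spleen homogenate was measured via 4-methylumbelliferone release from 1 mM fluorogenic substrate after 40 min at 37C and a pH 10 stop. AC50 came from Hill fits of control-normalized data.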
TexasRed fluor = alters Texas Red total fluorescence, flagging assay interference | TRb/SRC2 Texas Red total fluorescence interference | Potency, µM (top dose mostly 106 µM), for inactives: at the top dose fluorescence change, negative = quenching | 0.29% of 280,000 active; active = well fitted curve in either direction with a large enough effect; inconclusive = small, poorly fitted or top-dose-only effect
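Human TRb ligand-binding domain at 0.6 uM with 20 nM Texas Red SRC2 peptide in Tris buffer containing 1 uM T3 and 5% DMSO, incubated with compound 5 h at ambient temperature. Total fluorescence (555/632 nm) calculated as parallel + 2 × perpendicular.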
Tau fluor counter = counter-screen for tau fibril formation inhibitors | AID 1463 | Potency, µM (titrated, usually from 57.7 µM), for inactives: top-dose activity change, negative = decrease | tau K18 P301L (four-repeat tau fragment) Alexa594 fluorescence, heparin fibrillization | 0.93% of 280,000 active; also: nearly all actives have a fitted effect of over 55% in size
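Human K18 P301L tau (15 uM unlabeled plus 0.24 uM Alexa 594-labeled, final) in 100 mM sodium acetate pH 7 was mixed with compound and 20 uM heparin and incubated 6 hr at 37 C.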
TRb SRC2 PPI = disrupts binding of human TR beta to SRC2. P10828. 0.065% of 280,000 active. Potency, µM (top dose mostly 106 µM), for the others: at the top dose activity change, negative = inhibition, usual class: inhibitors. TRbeta-SRC2 peptide binding, fluorescence polarization; receptor liganded with 1 µM T3. AID 1469;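 also: plate controls were bound peptide for no effect and peptide without receptor for full effect; nearly all actives have a fitted effect of over 50% in size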
Target sequence (P10828 whole entry, looked up): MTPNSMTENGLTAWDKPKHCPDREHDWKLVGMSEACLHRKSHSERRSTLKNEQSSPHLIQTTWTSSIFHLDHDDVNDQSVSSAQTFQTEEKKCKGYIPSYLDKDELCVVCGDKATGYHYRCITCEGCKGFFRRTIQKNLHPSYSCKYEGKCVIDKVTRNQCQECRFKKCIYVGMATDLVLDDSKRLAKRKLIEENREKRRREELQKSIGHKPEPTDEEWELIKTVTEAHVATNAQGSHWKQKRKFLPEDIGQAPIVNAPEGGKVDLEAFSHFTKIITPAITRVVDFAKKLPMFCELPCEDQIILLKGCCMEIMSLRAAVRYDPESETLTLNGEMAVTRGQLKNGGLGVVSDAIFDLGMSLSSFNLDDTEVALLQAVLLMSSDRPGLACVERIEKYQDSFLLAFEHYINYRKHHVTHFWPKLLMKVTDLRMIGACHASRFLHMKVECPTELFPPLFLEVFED
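Binding of a 20-amino-acid Texas Red SRC2 peptide (20 nM) to TRb ligand-binding domain (0.6 uM) with agonist T3 at 1 uM was followed by fluorescence polarization after a 5 hr room-temperature incubation.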
* hit, by the source's call; ? = inconclusive; / = no result given; & = joins results of further samples; [ ] = dose if it differs, or a comment. Unless noted, calls follow the shape of the dose curve; as a rule, active = well fitted curve in the direction sought with a large enough effect; inconclusive = small, poorly fitted or top-dose-only effect, or another doubt; inactive = no such curve, though single readings can be large; an effect the other way counts as inactive or inconclusive. Unless noted, % is scaled to controls: 0 for no effect and ±100 for the full control effect; potency is read from the fitted curve at half-maximal effect. Compounds were not picked by outcome; any-hit rate near 8.5%.

SMILES	L3MBTL1 block	Tau fibril ThT	Tau FP inhib	ALDH1A1 inh	aGal spleen mod	TexasRed fluor	Tau fluor counter	TRb SRC2 PPI
CCC(C)[C@H](NC(=O)N1CCCC1)C(=O)OC (stereo partly specified)	/	-6%	2%	-4%	-6%	4%	-7%	-18%
COc1ccc(NC(=O)Cn2nnc(C(=O)NCc3ccco3)c2N)c(OC)c1	/	1%&-4%	-10%&3%	-1%	7%	-3%&-5%	-18%&-7%	-2%&0%
CCOc1ccc(S(=O)(=O)N/N=C(\C)c2ccc(Cl)c(Cl)c2Cl)cc1	0%	-6%	-2%	?	3%	3%	-12%	-12%
O=C(NCC1c2ccccc2CCN1C(=O)CN1C(=O)c2ccccc2C1=O)C1CCCCC1 (stereo unspecified)	/	-7%	8%	?	2%	-4%	-8%	0%
COc1nc(N)c(S(=O)(=O)c2ccccc2C)cc1C#N	7%	-17%	-10%	?	-1%	0%	-19%	-7%
O=c1oc2c3c(ccc2c2ccccc12)OCN(Cc1ccc(Cl)cc1)C3	/	?	-2%	/	/	?	-42%	0%
CC(=O)c1ccc(S(=O)(=O)Nc2ccc(-c3ccc(N4CCCCC4)nn3)cc2)cc1	/	?	6%	/	/	-10%	?	-3%
CC(C)NC(=O)NC(=O)COC(=O)/C=C/c1ccc2c(c1)OCO2	/	-12%	-1%	/	5%	-1%	-11%	2%
C=C1C=C(Br)C2(OCCCO2)[C@H]2OC12 (stereo partly specified)	/	-8%[11.5 µM]	-9%[11.6 µM]	9%[13.5 µM]	3%[17.5 µM]	-8%[11.2 µM]	-12%[11.6 µM]	1%[11.2 µM]
CCn1c(SC(=O)NC2CCCCC2)nnc1-c1cccs1	-1%	-17%	-13%	?	1%	-4%	-6%	-12%
CCOc1ccc(NC(=S)N2CCC(C(N)=O)CC2)cc1	2%	-3%	0%	5%	-3%	2%	-3%	-6%
COCc1ccc(CN2CCCC(CO)(Cc3cccc(Cl)c3)C2)o1 (stereo unspecified)	-2%	-4%	1%	8.9µM*	4%	-3%	-6%	2%
Cc1ccc(CN2CCNC(=O)C2CC(=O)NC2CCCCCC2)o1 (stereo unspecified)	11%	-9%	-3%	-6%	4%	1%	-1%	-6%
CCc1ccccc1NC(=O)c1nn(-c2ccc(C)cc2)c(=O)c2c1c1ccccc1n2C	/	1%	-3%	/	/	1%	-1%	-8%
COc1ccc(/C=N/NC(=O)c2ccc(CN3C(=O)c4cccc5cccc3c45)cc2)cc1O	/	?	4%	-12%	-5%	-2%	?	3%
CN(C)c1ccc(/C=N\NC(=O)c2ccc(Cn3cc(Cl)cn3)cc2)cc1	-9%	?	2%	60%[activator]	2%	-4%	?	1%
Cc1nc2cc(NC(=O)Nc3ccccc3Cl)ccc2n1C	0%	?	5%	-6%	7%	0%	-18%	0%
O=C(NCCO)c1cc2ccccc2cc1O	-4%	-18%	5%&-8%	?	-2%&17%	-1%&1%	?	0%&2%
CC(C)=C(NC(=O)c1ccccc1Br)C(=O)NCCc1nc2ccccc2[nH]1	/	/	3%	/	14%	0%	10%	2%
COc1ccc(OCCSc2nc(-c3ccccc3)cc(=O)[nH]2)cc1	/	2%	-8%	5%	0%	-1%	9%	-10%
Cn1c(=O)c2c(ncn2CC(N)=O)n(C)c1=O	/	3%	-3%	2%	-3%	0%	-4%	-20%
O=C(CSc1nc(-c2ccco2)cc(C(F)(F)F)n1)NCC1CCCO1 (stereo unspecified)	5%	-10%	-3%	-2%	-26%	-3%	-12%	3%
Cc1ccc(C(=O)Nc2ncc(Cc3ccccc3)s2)o1	-5%	-6%	3%	-7%	0%	-1%	-19%	8%
COc1ccc(CCNC(=O)c2nnn(CC(=O)Nc3ccccc3)c2N)cc1OC	2%	-3%	-6%	0%	-1%	-5%	-8%	-1%
CCCN1C(=O)/C(=C/c2ccc(N3CCOCC3)cc2)NC1=S	/	?	?	6.3µM*	-6%	-1%	?	0%
O=C(c1ccc(Cl)nc1)N1CCN(C/C=C/c2ccccc2)CC1	-14%	-4%	-5%	1%	2%	-4%	-2%	3%
COc1cc(/C=N/NC(=O)c2sc(N)c(C#N)c2C)ccc1O	-2%	?	1%	-6%	2%	-4%	-8%	2%
CCOc1c(OC)ccc2c3c(c(=O)oc12)CCCC3	/	-3%	1%	?	6%	-1%	-5%	9%
C[N+](C)(C)CC(O)CC(=O)O (stereo unspecified)	7%	9%	?	2%	9%	0%	4%	2%
CCCN(CCC)CC(=O)N1CC(=O)Nc2ccccc21	-3%	1%	-8%	/	4%	-7%	0%	0%
O=C(CSC1=NCCS1)Nc1nc2c(s1)CCCC2	-23%	?	-8%	?	-4%	1%	-19%	-16%
Oc1c(N=NC(=S)Nc2ccccc2F)c2ccccc2n1Cc1ccc(Cl)cc1	?	?	9%	10µM*	6%	-6%	-29%	3%
CCOc1ccc(N(CC(=O)NCCCOC)S(C)(=O)=O)cc1	-6%	2%	-1%	?	-20%	1%	1%	3%
CCOC(=O)N1CCC(NC(=O)c2cccnc2SC)CC1	?	2%	1%	?	2%	2%	3%	-24%
COc1cccc(CNC(=O)CSc2nc3ccccc3nc2Cc2ccc(C)cc2)c1OC	/	3%	2%	/	/	0%	-2%	-1%
Cc1cccc(NC(=O)CSc2nnc3scc(-c4ccccc4)n23)c1	/	?	-10%	/	/	-4%	?	7%
O=C1C2C3C=CC(C3)C2C(=O)N1c1n[nH]c(-c2cccnc2)n1 (stereo unspecified)	9%	-6%	4%	-6%	0%	-6%	4%	5%
Cc1cc(S(=O)(=O)C(CNC(=O)c2ccc(OC(C)C)cc2)c2cccs2)ccc1F (stereo unspecified)	/	-5%	10%	/	/	-1%	-18%	-3%
CCOc1ccc(-c2nnc(SCC(=O)c3ccc(Br)cc3)n2-c2ccccc2)cc1	/	3%	-1%	/	/	?	8%	-2%
CCC1CCCCN1CCCNC(=O)CN1C(=O)CSc2ccc(S(=O)(=O)N3CCC(C)CC3)cc21 (stereo unspecified)	/	-3%	-2%	/	/	0%	-11%	-2%
O=[N+]([O-])c1cc(-c2nc(-c3ccccc3)no2)ccc1N1CCCC1	/	-4%	-4%	/	/	1%	0%	3%
Nc1c(C(=O)N/N=C/c2cccnc2)oc2nc(-c3ccccc3)cc(-c3ccco3)c12	0%	?	1%	/	2%	-4%	-15%	1%
O=C(c1ccco1)N1CCN(C(=O)N2c3ccccc3Sc3ccccc32)CC1	/	?	3%	?	8%	-1%	-13%	-6%
O=C(O)c1ccc(CS(=O)(=O)Cc2ccccc2F)o1	7%	-6%	-6%	-7%	-9%	0%	-1%	1%
CCOC(=O)CSc1nc(C)c(CC)c(C)c1C(N)=O	-1%	-1%	0%	12%	-3%	-3%	2%	-3%
CCn1c(=O)n(-c2ccc3c(c2)OCO3)c2nc(-c3cc(OC)ccc3OC)nc(C(N)=O)c21	/	8%	-2%	/	/	-2%	1%	-4%
CCOc1cc2sc(N3CCC(C(=O)Nc4ccc(CC)cc4)CC3)nc2cc1Br	/	?	2%	/	/	4%	-25%	12%
COc1ccc(C)cc1NC(=O)c1ccc(NC(=O)CC2SC(N3CCCC3)=NC2=O)cc1 (stereo unspecified)	5%	-10%	5%	12%	1%	0%	-11%	4%
CCOC(=O)C1(Cc2ccc(Cl)cc2)CCN(C(=O)c2ccoc2)CC1	-6%	-6%	0%	-12%	1%	-7%	-6%	-2%
CCCn1nc2cc(C(=O)NC3CCCc4ccccc43)ccc2c1OCC (stereo unspecified)	0%	-14%	2%	?	-12%	1%	-4%	-1%
CCOC(=O)c1cnn2c(N)c(C#N)cnc12	-4%	3%	3%	?	-2%	-1%	1%	6%
Cc1csc(Sc2nc3c(c(=O)[nH]c(=O)n3C)n2CCCc2ccccc2)n1	2%	-8%	6%	6%	-11%	0%	-7%	-4%
Cc1ccc(-c2nn(-c3ccccc3)cc2C2SCC(=O)N2Cc2ccccc2)o1 (stereo unspecified)	-24%	-12%	-4%	28µM*	-9%	1%	6%	-10%
O=C(Nc1ccc(Cl)c([N+](=O)[O-])c1)c1ccncc1	-1%	-8%	3%	-4%	-1%	-5%	-14%	4%
CNC(=S)N1N=C(c2ccc(C)cc2)CC1c1ccc(Cl)cc1 (stereo unspecified)	/	-3%	-2%	-2%	-3%	-1%	-21%	-6%
COc1cc(C2C(C#N)=C(N)Oc3n[nH]c(-c4ccncc4)c32)cc(OC)c1OC (stereo unspecified)	-4%	-7%	-17%	-3%	8%	2%	-9%	-9%
COc1ccc(S(=O)(=O)Nc2ccc(S(=O)(=O)N(C)C)cc2)cc1[N+](=O)[O-]	7%	0%	2%	13µM*	1%	-1%	5%	-4%
COc1ccccc1-c1nnc2sc(-c3cc4ccccc4o3)nn12	-3%	?	11%	5%	7%	-2%	-11%	-1%
CCCCCOc1ccc(C2c3c(oc4ccccc4c3=O)C(=O)N2c2nc(C)c(C)s2)cc1OCC (stereo unspecified)	/	0%	-2%	/	/	3%	-4%	-1%
